MC4R barr agon – MC4R agonists recruiting beta-arrestin, primary screen, cell-based, luminescence, agonist arm of biased-ligand search | Melanocortin receptor 4 (Homo sapiens), P32245 | U2OS MC4R beta-arrestin complementation; percent of melanotan II response, DMSO zero | activation, % at 8.9 µM | actives 0.98% (n = 360,000);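 active = activation above a per-plate cutoff, the mean activation of sample wells on that plate plus 3 SD, cut at about 8% in these data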
Target sequence (P32245 whole entry, looked up): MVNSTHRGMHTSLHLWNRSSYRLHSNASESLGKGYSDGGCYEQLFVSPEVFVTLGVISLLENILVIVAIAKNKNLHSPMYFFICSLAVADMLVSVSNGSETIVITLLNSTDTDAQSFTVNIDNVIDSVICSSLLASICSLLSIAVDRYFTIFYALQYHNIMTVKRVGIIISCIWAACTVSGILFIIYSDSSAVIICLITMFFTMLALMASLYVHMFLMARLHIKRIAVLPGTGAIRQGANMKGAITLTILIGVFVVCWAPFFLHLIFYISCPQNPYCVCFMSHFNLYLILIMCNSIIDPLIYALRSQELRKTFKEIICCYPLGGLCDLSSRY
ABCB6 inh MLPCN – ABCB6 transporter inhibitors, primary screen, K562-ABCB6 cells, flow cytometry, MLPCN library; AID 602162, 2011; fluorescence ratio to DMSO, % at 10 µM; K562-ABCB6 porphyrin accumulation, 1 h; hits give low values; actives 0.19% (n = 360,000);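 active = fluorescence ratio to DMSO below 75%, the collection mean minus 3 SD; inconclusive = too few cells collected in the well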;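 note: signal is porphyrin accumulated inside mitochondria; 100% equals median channel fluorescence of DMSO control wells; lower ratio means ABCB6 inhibition with less porphyrin fluorescence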
m5-HT2A agonist – mouse Htr2a agonists via beta-arrestin recruitment, primary screen, cell-based, luminescence; CHO-K1 mHTR2A beta-arrestin complementation; percent of 30 µM serotonin response; activation, % at 7.6 µM; actives 0.66% (n = 360,000);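 active = activation above a run cutoff, the mean activation of all tested compounds plus 3 SD, cut at about 14% in these data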;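 note: 0% = plate median of compound wells and 100% = 30 µM serotonin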
Target sequence (P35363 whole entry, looked up): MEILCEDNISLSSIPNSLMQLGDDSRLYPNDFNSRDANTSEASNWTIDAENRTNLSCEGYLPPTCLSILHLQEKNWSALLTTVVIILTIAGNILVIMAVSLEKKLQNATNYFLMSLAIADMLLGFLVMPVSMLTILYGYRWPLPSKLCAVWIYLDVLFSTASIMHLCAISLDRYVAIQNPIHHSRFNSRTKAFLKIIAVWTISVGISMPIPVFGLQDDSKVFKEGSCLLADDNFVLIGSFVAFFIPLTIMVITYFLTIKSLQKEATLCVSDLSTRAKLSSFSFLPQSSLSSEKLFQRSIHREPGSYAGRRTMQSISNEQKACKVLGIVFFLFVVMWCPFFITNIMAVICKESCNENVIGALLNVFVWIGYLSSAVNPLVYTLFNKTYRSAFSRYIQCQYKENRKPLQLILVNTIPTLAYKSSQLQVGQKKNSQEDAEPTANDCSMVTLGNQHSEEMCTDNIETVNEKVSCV
ABHD5 PLIN5 PPI – ABHD5-PLIN5 interaction inhibitors, primary screen, cell lysate, split luciferase complementation, luminescence | Perilipin-5 (Homo sapiens) + 1-acylglycerol-3-phosphate O-acyltransferase ABHD5 (Homo … | Split G. princeps luciferase complementation, 4 h | inhibition, % at 4 µM | actives 0.78% (n = 360,000);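 active = inhibition above the mean inhibition across every tested compound plus 3 SD, cut at about 22% in these data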;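 note: 0% = DMSO only wells and the 100% control is not disclosed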
Exocytosis inh – LAMP-1 surface exposure blockers, TALL-104 cells – cell-based, flow cytometry, MLPCN library, primary screen; inhibition, % at 10 µM; actives 0.66% (n = 360,000); TALL-104 LAMP-1 surface exposure; cells stimulated with thapsigargin and PMA;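 active = inhibition above about 55%, limit read from the data; inconclusive = no clear call, values can overlap the other calls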
iPSC survival up – enhancers of single-cell hiPSC survival, primary screen, ATPlite luminescence | 100% = ROCK inhibitor wells, 0% = DMSO | survival enhancement, % at 20 µM | actives 0.044% (n = 360,000) | AID 602274, 2012; in the data active = survival enhancement above about 18%;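 note: cells exposed to compounds for 16 hours before the ATP read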
Cardio protect – cardioprotection against H2O2-induced cell death, primary screen, uHTS, H9c2 cells, ATPLite luminescence. H9c2 cardiomyocytes, H2O2 injury protection, 2 h. protection from H2O2 cell death, % at 20 µM. actives 0.63% (n = 360,000). AID 588492, 2011;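 active = compounds giving at least 50% protection of heart cells from peroxide-induced death in the single-dose screen, raw or plate-pattern-corrected value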;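 note: 0% = DMSO wells with peroxide and 100% = DMSO wells without peroxide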
aDG glyco act – activators of alpha-DG glycosylation, primary screen, uHTS, Pro5-aDG cells, AlphaScreen; AID 624168, 2012; actives 0.22% (n = 360,000); activation, % at 10 µM; alpha-DG glycosylation AlphaScreen (IIH6); 0% Pro5, 100% B10-LARGE cell signal;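 active = activation of at least 8% versus controls, or a plate z-score of at least 8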;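 note: Pro5 are CHO cells carrying HIG-tagged alpha-DG that lacks glycosylation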
MC4R antag cAMP – MC4R antagonists of cAMP signaling, primary screen, cell-based, TR-FRET, antagonist arm of biased-ligand search; inhibition, % at 6.5 µM; MC4R-expressing cells, MTII-stimulated cAMP, LANCE TR-FRET; actives 0.48% (n = 360,000);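 active = inhibition above its plate's cutoff, the mean of tested wells on that plate plus 3 SD, cut at about 29% in these data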;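 note: 0% = Melanotan II alone and 100% = Melanotan II plus saturating MCL0020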
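system = U2OS cells with stable human MC4R expression | also added = Melanotan II challenge after compound preincubation | dosing = one concentration, 6.5 µM nominal | incubation = compound 30 min, challenge 1 h, detection 1 h | measured by = TR-FRET with Eu-cAMP and labeled anti-cAMP, 671 nm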
Glyco luc inh – increase of ERlucT glycosylation luciferase signal, primary screen, N-linked glycosylation inhibitor project, D54 ERlucT cells, luminescence, set 2; AID 588692, 2011; actives 0.23% (n = 360,000); D54 ERlucT glycosylation luciferase reporter, 24 h; percent of 100 nM tunicamycin response; reporter increase, % at 12.5 µM;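 active = mean luciferase reporter signal, scaled so untreated is 0 and the glycosylation-blocking control 100, at or above a set limit in every replicate; inconclusive = mean reaches the limit but not every replicate does; inactive = mean below the limit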;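 note: luciferase carries N-glycosylation sites so blocking glycosylation raises the light; 0% = median of neutral control wells and 100% = median of 100 nM tunicamycin wells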
An asterisk follows results filed as active; ? = inconclusive; · = not tested or not shown. Random draw from the library. Share with any hit: about 4.5%.

Values run as follows: MC4R barr agon	ABCB6 inh MLPCN	m5-HT2A agonist	ABHD5 PLIN5 PPI	Exocytosis inh	iPSC survival up	Cardio protect	aDG glyco act	MC4R antag cAMP	Glyco luc inh
Cc1ccc(-n2ncc3c(SCC(=O)NNC(=O)c4ccco4)ncnc32)cc1
→ -0.6	106	-2	-1	-2	-4.9	-9	0.0	10	0
Cc1ccc(SCC(=O)Nc2c(Br)cnn2C)cc1
→ -0.4	98	1	2	-1	-0.6	-5	0.2	7	-5
O=C(CCC1CCCN(C(=O)c2ccsc2)C1)NCc1ccc(F)c(F)c1 (stereo unspecified)
→ -0.7	99	-6	-12	-4	0.0	-4	0.1	3	-2
COCCN(Cc1cc2cc3c(cc2nc1Cl)OCO3)C(=O)c1cccc(C)c1
→ -0.6	97	17*	4	6	0.6	-7	0.5	16	-1
Cc1cc(C)n2c(NC3CCCCC3)c(-c3ccccn3)nc2n1
→ ·	130	-4	4	-2	0.3	·	0.3	·	·
CCOc1ccc(CN2CCC(n3nccc3NC(=O)CCCc3ccccc3)CC2)cc1
→ -0.1	107	2	2	?	-0.2	-2	0.1	2	-3
CCn1cc(CN2CCc3c([nH]c4ccccc34)C2c2cccc(OC)c2)c(C)n1 (stereo unspecified)
→ -0.6	100	-2	8	0	0.8	5	-0.1	-9	-1
CC(Sc1ccc(Br)cc1)C(N)=O (stereo unspecified)
→ -2.5	94	1	-2	3	-0.5	6	-0.2	-2	1
FC(F)(F)c1ccc(C2Nc3cccc4cccc(c34)N2)cc1
→ -2.3	120	1	-2	-3	-1.0	-3	-0.5	1	6
Cn1c(N)c(C(=O)COC(=O)c2nc(Cl)ccc2Cl)c(=O)n(C)c1=O
→ -1.0	92	2	-2	1	-0.6	17	-0.1	6	2
COC(=O)C1Cc2c([nH]c3ccccc23)CN1 (stereo unspecified)
→ -1.8	99	-3	2	2	1.1	6	0.2	-6	5
CC(=O)Nc1ccc(S(=O)(=O)Nc2nc3n(n2)C(c2ccccc2)CC(=O)N3)cc1 (stereo unspecified)
→ -0.9	103	-3	-8	30	6.1	11	-0.2	5	1
Cc1cccc(NC(=O)CNC(=O)c2cccs2)n1
→ 1.5	97	8	9	-5	-0.3	-1	-0.2	-3	2
COCc1cc(C)nc(SCC(=O)N2CCC(C)CC2)c1C#N
→ -2.1	58*	1	-7	-4	2.8	3	0.4	-6	-1
COc1ccc(NC(=O)C23CCC(C)(C(=O)C2)C3(C)C)cc1 (stereo unspecified)
→ -1.8	100	2	-5	-1	0.3	1	-0.4	0	4
COc1ccc([C@@H]2[C@@H]3C(=O)N(C(C)(C)C)C(=O)[C@@H]3[C@]3(Cc4ccc(Cl)cc4)C(=O)N(c4cccc(C)c4)C(=O)N23)cc1
→ -1.3	93	5	20	-2	-1.6	1	0.8	0	0
COCCCNC(=O)NC(=O)c1ccccc1
→ 3.3	103	1	-2	11	-2.0	-9	0.0	8	2
CC(OC(=O)c1cccc(S(=O)(=O)N2CCCCC2)c1)C(=O)NCC1CCCCC1 (stereo unspecified)
→ -1.1	101	-2	0	14	0.1	-10	1.8	8	1
Nn1c(SCc2ccccc2)nc2c(cnn2-c2ccccc2)c1=O
→ -2.9	96	-3	-9	0	-2.8	-5	0.1	-3	-7
O=C(CSC1=NS(=O)(=O)c2cc(F)ccc2N1)NCc1ccccc1
→ 1.5	101	1	7	-6	-0.5	4	-0.3	9	-1
Cc1ccc2nc(SCC(=O)N(CC(C)C)c3c(N)n(CC(C)C)c(=O)[nH]c3=O)[nH]c2c1
→ 0.8	99	-2	-5	-4	-0.3	-2	0.0	21	2
Cc1ccc(NC(=O)[C@@H](C)NC(=O)[C@@H]2Cc3ccccc3CN2)cc1
→ 0.0	109	3	-2	6	0.7	0	-0.1	4	4
Cc1cccc(C(=O)NCCCN(C)CCCNC(=O)c2cccc(C)c2)c1
→ -1.1	100	-6	0	-2	0.3	9	0.0	16	2
COc1ccc(-c2[nH]ncc2CN(CC2CCC(=O)N2)C(C)C)cc1F (stereo unspecified)
→ -1.6	99	-1	-1	2	-0.5	0	0.0	2	1
CCSc1nc(C)c(C(C)=O)cc1C#N
→ -0.5	102	3	0	-2	-0.5	-2	0.0	-3	3
COc1ccc(NC(=S)NCCN2CCOCC2)cc1
→ -1.0	96	6	-1	-1	-0.2	6	-0.1	12	0
COc1ccccc1CCN1CCCC(CN(C)Cc2ccc(OCCO)cc2)C1 (stereo unspecified)
→ -0.1	100	-3	2	31	-0.6	1	-0.1	0	-4
COC(=O)c1ccc(NC(=O)c2ccc(NC(=O)C3CCCO3)cc2)cc1 (stereo unspecified)
→ -0.1	99	10	2	-1	-0.5	26	0.1	7	2
COc1ccc2c(c1)c(/C=N/Nc1nc3ccccc3[nH]1)c(C)n2C
→ -1.5	92	-10	14	6	-0.8	-10	-0.5	11	-7
CCc1nc2c(OCc3ccccc3C(=O)OC)cccn2c1N(C)C(=O)c1ccncc1
→ -0.6	100	0	8	30	-2.0	6	-0.2	3	0

A second format for some results above:
> COc1ccc2c(c1)c(/C=N/Nc1nc3ccccc3[nH]1)c(C)n2C
  MC4R barr agon = -1.5	ABCB6 inh MLPCN = 92	m5-HT2A agonist = -10	ABHD5 PLIN5 PPI = 14	Exocytosis inh = 6	iPSC survival up = -0.8	Cardio protect = -10	aDG glyco act = -0.5	MC4R antag cAMP = 11	Glyco luc inh = -7

> COC(=O)c1ccc(NC(=O)c2ccc(NC(=O)C3CCCO3)cc2)cc1 (stereo unspecified)
  MC4R barr agon = -0.1	ABCB6 inh MLPCN = 99	m5-HT2A agonist = 10	ABHD5 PLIN5 PPI = 2	Exocytosis inh = -1	iPSC survival up = -0.5	Cardio protect = 26	aDG glyco act = 0.1	MC4R antag cAMP = 7	Glyco luc inh = 2

> CCSc1nc(C)c(C(C)=O)cc1C#N
  MC4R barr agon = -0.5	ABCB6 inh MLPCN = 102	m5-HT2A agonist = 3	ABHD5 PLIN5 PPI = 0	Exocytosis inh = -2	iPSC survival up = -0.5	Cardio protect = -2	aDG glyco act = 0.0	MC4R antag cAMP = -3	Glyco luc inh = 3

> Nn1c(SCc2ccccc2)nc2c(cnn2-c2ccccc2)c1=O
  MC4R barr agon = -2.9	ABCB6 inh MLPCN = 96	m5-HT2A agonist = -3	ABHD5 PLIN5 PPI = -9	Exocytosis inh = 0	iPSC survival up = -2.8	Cardio protect = -5	aDG glyco act = 0.1	MC4R antag cAMP = -3	Glyco luc inh = -7

Carrying on.
Values run as follows: MC4R barr agon	ABCB6 inh MLPCN	m5-HT2A agonist	ABHD5 PLIN5 PPI	Exocytosis inh	iPSC survival up	Cardio protect	aDG glyco act	MC4R antag cAMP	Glyco luc inh
O=C(c1cc(-c2ccc(Br)cc2)on1)N1CCOCC1
→ 0.4	103	3	10	4	0.3	-12	0.2	-5	-14
COc1ccccc1-n1c(SCC(=O)Nc2cccc(C(=O)O)c2)nnc1-c1ccccc1O
→ 2.5	104	2	-4	3	1.0	0	0.2	15	2
O=C(NC1CCCCC1)c1cc(S(=O)(=O)N2CCOCC2)c(Cl)cc1Cl
→ -1.1	92	1	-7	8	0.2	-4	0.4	-3	2
COc1ccccc1-c1cn[nH]c1-c1ccc(OCc2ccccc2F)cc1O
→ 7.8	104	-2	-20	26	-0.5	-12	-0.1	4	-4
Cc1c(F)cccc1NS(=O)(=O)c1ccc2c(c1)NC(=O)CO2
→ -1.7	99	1	4	-1	1.4	-6	0.2	9	-2
COc1ccc(-c2nnc(SCC(=O)Nc3cc(S(=O)(=O)N4CCCCC4)ccc3Cl)n2N)cc1
→ -1.3	99	-1	-7	-1	0.4	7	0.0	2	0
Cc1cc2c3c(c1)C1(C(=O)N3C(C)(C)CC2C)C(C#N)=C(N)OC2=C1C(=O)CC(C)(C)C2 (stereo unspecified)
→ -0.1	·	4	-9	19	6.1	-3	-0.2	-2	-1
CC(C)C(=O)Nc1nnc(COc2ccc(Cl)cc2)s1
→ 1.6	103	-1	0	-5	-0.2	-2	-0.1	-4	-1
COc1cccc(C(C2=C(O)CC(C)(C)CC2=O)C2C(=O)CC(C)(C)CC2=O)c1 (stereo unspecified)
→ 0.6	101	12	17	-2	-0.3	2	0.2	-9	-1
COc1cc(-c2nc(CN3CCCCC3CCNC(C)=O)c(C)o2)ccc1F (stereo unspecified)
→ 2.7	93	1	12	-3	-0.4	2	-0.1	6	1
COc1ccc(CCNC(=O)c2cc3ccccn3n2)c(OC)c1OC
→ 0.8	98	7	-3	0	1.8	6	0.2	7	1
Cc1oc(=O)c(NC(=O)c2ccccc2)cc1C(N)=O
→ -0.9	103	-2	3	-2	-0.8	-8	0.2	6	1
CCOc1ccc(CN(C(=O)c2ccco2)C2CCS(=O)(=O)C2)cc1 (stereo unspecified)
→ 0.7	100	4	3	-2	-1.8	-1	-0.1	11	1
